# Bioassay records (PubChem BioAssay)
# GPT2 inhibitor – Primary qHTS assay for inhibitors of Glutamate pyruvate transaminase 2 (GPT2) | Recombinant GPT2, coupled pyruvate oxidase/HRP Amplex Red fluorescence | Alanine aminotransferase 2 (Homo sapiens), Q8TD30 | Potency, µM (doses to about 57.7 µM), without a hit: top-dose activity change, negative = inhibition, most hits filed as inhibitors | 100,000 tested, 0.25% active; further: potency means the concentration at half of the fitted maximal effect; nearly all actives have a fitted effect of over 60% in size; many of its hits are not listed in these tables
# Target sequence (Q8TD30 whole entry, looked up): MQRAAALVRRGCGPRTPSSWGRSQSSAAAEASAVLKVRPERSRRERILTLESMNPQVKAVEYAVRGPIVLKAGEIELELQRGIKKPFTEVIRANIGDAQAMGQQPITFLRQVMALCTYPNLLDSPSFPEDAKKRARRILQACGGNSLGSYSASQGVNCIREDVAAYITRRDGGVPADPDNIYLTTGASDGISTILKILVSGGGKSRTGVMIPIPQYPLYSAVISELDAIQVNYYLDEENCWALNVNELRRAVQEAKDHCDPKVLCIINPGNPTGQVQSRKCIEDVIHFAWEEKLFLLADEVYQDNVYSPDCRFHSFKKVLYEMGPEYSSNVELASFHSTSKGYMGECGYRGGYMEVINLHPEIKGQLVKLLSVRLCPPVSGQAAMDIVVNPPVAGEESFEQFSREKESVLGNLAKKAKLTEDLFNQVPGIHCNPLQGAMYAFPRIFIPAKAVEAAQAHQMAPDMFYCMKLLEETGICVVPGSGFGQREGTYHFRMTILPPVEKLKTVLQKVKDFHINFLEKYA
#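 GPT2 10ng/uL, a-KG 250uM, L-Ala 2mM, HEPES pH7.5 + 0.0001% Tween; 30 min RT. Then Amplex mix (PO/HRP/ThPP), 30 min RT dark, fluorescence. AOA 50uM used as positive control.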
# IP6K1 inh – Primary qHTS assay for small molecule inhibitors of Inositol hexaphosphate kinase 1 (IP6K1); IP6K1 kinase, ADP-Glo luminescence, 2 h; active compounds read low; AID 1645851, 2021; activity change, % (series mostly up to about 58 µM); 140,000 tested, 0.81% active; Inositol hexakisphosphate kinase 1 (Homo sapiens), Q92551; in the data active means activity change below about -25%
# Target sequence (Q92551 whole entry, looked up): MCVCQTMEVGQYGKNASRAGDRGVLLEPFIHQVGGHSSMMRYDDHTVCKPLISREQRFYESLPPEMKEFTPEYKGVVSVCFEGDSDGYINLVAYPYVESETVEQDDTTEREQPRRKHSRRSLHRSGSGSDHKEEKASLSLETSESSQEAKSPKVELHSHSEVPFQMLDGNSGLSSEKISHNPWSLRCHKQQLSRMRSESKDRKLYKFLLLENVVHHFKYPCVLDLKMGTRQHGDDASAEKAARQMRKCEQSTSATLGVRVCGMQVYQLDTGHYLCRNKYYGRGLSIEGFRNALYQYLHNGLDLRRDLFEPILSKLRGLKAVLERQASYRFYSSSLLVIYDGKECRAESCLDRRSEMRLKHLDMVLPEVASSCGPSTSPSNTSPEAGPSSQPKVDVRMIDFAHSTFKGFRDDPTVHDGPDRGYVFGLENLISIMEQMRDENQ
#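 ADP-Glo luminescence measures ADP made by human IP6K1 during a 2 h RT reaction with ATP/IP6 (mix at 1.3 mM/130 uM); top library doses 57.5 and 19.1 uM final.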
# SNCA viab count – GF-AFC viability counterscreen for inhibitors of alpha-synuclein gene (SNCA) expression | HEK-293-SNCA-luc viability, GF-AFC fluorescence, 24 h | Potency, µM (titrated, usually from 57.1 µM), inactives show top-dose activity change, negative = cytotoxicity, hits mostly cytotoxic | 150,000 tested, 0.12% active;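 further: potency means the concentration at half of the fitted maximal effect; 0% = DMSO-treated cells and -100% = medium-only wells without cells; nearly all actives have a fitted effect of over 30% in size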
#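 Cytotoxicity counterscreen: after 24 h compound treatment of genome-edited SNCA-luciferase HEK-293 cells, live-cell protease substrate GF-AFC read by fluorescence after 30 min; activity scaled between DMSO (0%) and medium-only (-100%), curves Hill-fitted.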
# NIH3T3 tox – Cytotoxic Profiling in NIH 3T3 Cell Line of Diverse Libraries Using Quantitative High-Throughput Screening | NIH 3T3 viability, CellTiter-Glo ATP luminescence, 48-72 h | Potency, µM (series often up to 96.7 µM), without a hit: at the top dose activity change, negative = cytotoxicity, hits mostly inhibitors | 94,000 tested, 4.3% active; further: potency means the concentration at half of the fitted maximal effect; nearly all actives have a fitted effect of over 55% in size
#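 Cytotoxicity is measured as loss of cellular ATP: NIH 3T3 cells (400/well) are exposed to compound for 48 or 72 hr at 37 °C, then CellTiter-Glo luminescence is imaged after 10 min at room temperature.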
# HEK293 tox – Cytotoxic Profiling in HEK 293 Cell Line of Diverse Libraries Using Quantitative High-Throughput Screening | AID 1345083, 2018 | HEK 293 viability, ATP luminescence (CellTiter-Glo), 48-72 h | Potency, µM (titrated, usually from 115 µM), without a hit: at the top dose activity change, negative = cytotoxicity, most hits filed as inhibitors | 94,000 tested, 6.6% active; further: potency means the concentration at half of the fitted maximal effect; nearly all actives have a fitted effect of over 60% in size
#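 250 HEK 293 cells/well; compound by pintool; incubated 48 or 72 hr at 37 degree Celsius; CellTiter-Glo added, 10 min RT, luminescence imaged.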
# SNCA expr inh – Primary qHTS assay for inhibitors of alpha-synuclein gene (SNCA) expression; 140,000 tested, 0.17% active; Potency, µM (highest dose often 57.2 µM), without a hit: at the top dose activity change, negative = inhibition, most hits filed as inhibitors; HEK-293 SNCA-luciferase knock-in, luminescence, 24 h; AID 1671194, 2021;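 further: potency means the concentration at half of the fitted maximal effect; plate controls were DMSO cells for no effect and cell-free wells for full effect; nearly all actives have a fitted effect of over 45% in size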
# Luciferase inh – Firefly luciferase inhibition profiling of diverse chemical library using quantitative high-throughput screening; 76,000 tested, 2.5% active; Potency, µM (titrated, usually from 115 µM), for the others: at the highest dose activity change, negative = inhibition, most hits filed as inhibitors; Luciferin 4-monooxygenase (Photinus pyralis), P08659; AID 1347043, 2019; purified P. pyralis luciferase, luminescence, biochemical; further: potency means the concentration at half of the fitted maximal effect; nearly all actives have a fitted effect of over 65% in size
#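 Purified P. pyralis luciferase (10nM final) in 50mM Tris acetate pH 7.5, 10mM Mg acetate, 0.01% Tween-20, 0.05% BSA with 10uM D-luciferin and 10uM ATP. Compounds titrated qHTS. Luminescence imaged on CCD.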
# Numbers without * were called inactive; i = inactive; u = inconclusive; x = not tested or not shown; [ ] = remark or other dose. Unless noted, the call rests on the fitted dose curve; in most records, active means well fitted curve in the direction sought with a large enough effect; inconclusive means small, poorly fitted or top-dose-only effect, or another doubt; inactive means no such curve, though single readings can be large; an effect the other way counts as inactive or inconclusive. Unless noted, on the % scale 0 is the no-effect control and ±100 the full control effect.
SMILES,GPT2 inhibitor,IP6K1 inh,SNCA viab count,NIH3T3 tox,HEK293 tox,SNCA expr inh,Luciferase inh
COc1ccc(CCNc2ncnc3c2cnn3-c2cc(Cl)ccc2C)cc1,x,21,u,x,x,-26%,x
CC(C)(C)OC(=O)N1CCC(c2c(C(=O)N3CCN(C(=O)c4ccco4)CC3)cnn2-c2ccccc2)CC1,x,-14,0%,x,x,27%,x
CC(C)N1C[C@@H](COC(C)(C)C)[C@H](c2ccccc2)[S+]1(=O)[O-],x,27,x,-20%,u,x,x
Cc1cccc(-c2nc3c4ccccc4nc(N4CCN(c5cccc(Cl)c5)CC4)n3n2)c1,x,-7,2%,x,x,46%[activator],x
Cc1cc(C(=O)NCC2Cn3cccc3C(=O)N2CC(C)C)nn1C (stereo unspecified),-21%,13,-1%,-4%,-16%,-22%,-2%
O=C(c1ccccc1)N1C[C@@H]2OCC(=O)N(c3ccccc3)[C@@H]2C1,-2%[88.5 µM],13,-8%[87.6 µM],i,-4%[172 µM],19%[87.6 µM],2%[172 µM]
Cc1nn(-c2ccccc2)c2c1C(C1CC1)N(CC1CN(C(=O)N(C)C)C1)C2=O (stereo unspecified),x,3,x,u,45µM*,x,x
Cc1cccc(N2CCN(C(=O)c3cc4n(n3)CC(c3ccc(Cl)cc3)OC4)CC2)c1 (stereo unspecified),i,0,9%,u,u,u,-18%
O=C(NCC1CCCCC1)c1nc2sccn2c1-c1ccc(C(F)(F)F)cc1,i,9,-8%,u,u,u,x
COC(=O)CNC(=O)N1CCCCC1c1nc(CCOc2ccc(F)cc2)no1 (stereo unspecified),u,6,13%,-12%,u,3%,0%
CN(C)C(=O)c1ccc(-c2ccc3ncn(-c4ccc(F)cc4F)c(=O)c3n2)cc1,u,16,-19%[87.6 µM],u,u,8%[87.6 µM],-20%[172 µM]
Cc1ccc2onc(CNC(=O)N(C)Cc3ccccc3)c2c1,x,-16,-1%,x,x,52%[activator],x
CCOCCC(=O)N1CCCC(c2nnc(CN3CCCC3)n2C)C1 (stereo unspecified),1%,10,3%,-7%,2%,-6%,10%
O=C(c1cn2ccccc2n1)N1C[C@@H](CO)[C@H](c2ccncc2)C1,i,-5,-1%,0%,0%,4%,-1%
CCOCCNc1ncnc2c1CN(c1cccc(C)c1)C(=O)CN2C,u,-4,8%,-25%,-21%,-13%,x
O=C(O)C(c1cccc(O)c1)N1CCN(C2CCCCC2)C(=O)C1 (stereo unspecified),-7%,19,3%,-1%,0%,-15%,-5%
CN(C)CC1(O)CCC2(CCN(S(=O)(=O)c3ccccc3)CC2)CC1,i,10,14%,u,u,u,11%
Cc1cccc(-n2nc(-c3c(C)nc4scc(CC(=O)N5CCCC5)n4c3=O)cc2C)c1,i,11,-13%,4%,i,-28%,-3%
COc1ccccc1N1CCN(CC[C@H]2CN(C(=O)N3CCOCC3)CC[C@H]2CC(=O)O)CC1,0%,2,-4%,0%,-1%,5%,-5%
O=C(Nc1ccc(Oc2ccccc2)cc1)O[C@@H]1CO[C@H]2[C@@H]1OC[C@@H]2NC(=O)c1ccccn1,2%,-15,u,u,u,26%,u
CC1CN(C(=O)N2CCC(C(=O)NCCC3=CCCCC3)CC2)c2cc(Cl)ccc2O1 (stereo unspecified),x,11,4%,x,x,14%,x
CC(C)CNC(=O)c1ccc2nnc(-c3cc(C(F)(F)F)cc(C(F)(F)F)c3)n2c1,i,1,-12%,u,u,9%,x
Cc1ccc(-n2nnnc2CNC(=O)C(C)(C)C)cc1C,x,36,9%,x,x,26%,x
COc1ccc(F)cc1CN1CCc2[nH]cnc2C1c1cccc(C#N)c1 (stereo unspecified),-7%,15,-27%,-29%,u,-4%,5%
Cc1ccccc1-c1noc(-c2nnn3c2COC(c2ccc(F)cc2)C3)n1 (stereo unspecified),u,-1,20%,-13%,10%,-29%,-9%

# Two records drawn at random from those above:
SMILES,GPT2 inhibitor,IP6K1 inh,SNCA viab count,NIH3T3 tox,HEK293 tox,SNCA expr inh,Luciferase inh
Cc1ccccc1-c1noc(-c2nnn3c2COC(c2ccc(F)cc2)C3)n1 (stereo unspecified),u,-1,20%,-13%,10%,-29%,-9%
O=C(c1cn2ccccc2n1)N1C[C@@H](CO)[C@H](c2ccncc2)C1,i,-5,-1%,0%,0%,4%,-1%

# Going on with the list.
SMILES,GPT2 inhibitor,IP6K1 inh,SNCA viab count,NIH3T3 tox,HEK293 tox,SNCA expr inh,Luciferase inh
CCCC(=O)N1CCC(N2C(=O)C3(CCCCC3)C2c2ccccc2)CC1 (stereo unspecified),-6%,15,2%[12.5 µM],u,u,u,9%
COc1ccc(CN2CC3(CCN(C(=O)c4cccnc4)CC3)C2=O)cc1,-4%,5,12%,-9%,-24%,21%,x
Cc1cccc(CN(C)C(=O)c2cc(-c3cnc(C)nc3)nc3cc(F)ccc23)n1,-4%,5,-4%,-13%,-12%,-5%,-13%
O=S1(=O)CCN(Cc2cn(C[C@H]3C[C@@H](NCc4cccnc4)[C@H](O)[C@@H]3O)nn2)CC1,-8%,10,-6%,i,i,-22%,-4%
CCC(=O)Nc1ccc(O)cc1,u,5,25%[23.9 µM],x,x,-14%[25.6 µM],x
CC(C)c1nn2c(=O)cc(COC(=O)c3ccc4c(c3)OCO4)nc2s1,x,3,5%,x,x,7%,x
CCC(=O)Nc1ccc(C)cc1-c1nc2ccccc2n(CC(=O)c2ccc(C)cc2)c1=O,x,24,17%,x,x,28µM*,x
CS(=O)(=O)N1CCCN(C(=O)C2CCCCC2)CCNC(=O)CC1c1ccccc1 (stereo unspecified),i,2,-2%,-15%,i,7%,-1%
CCOc1ccc(CNS(=O)(=O)c2c(C(=O)N3CCC(C)CC3)c(C)n(C)c2C)cc1OC,x,1,-22%,x,x,20%,x
Cc1ccc(C)c(NC(=O)Cn2c(=O)n(Cc3ccco3)c(=O)c3oc4ccccc4c32)c1,x,2,-3%,x,x,-1%,x
CC(C)c1ccc(NC(=O)N[C@H]2CO[C@H]3[C@@H]2OC[C@H]3OCc2ccccc2)cc1,1%[88.5 µM],-1,1%[87.6 µM],u,u,u,u
Cc1nc(C2CC23CCN(C(=O)Nc2ccccc2F)CC3)no1 (stereo unspecified),4%,26,12%,-25%,-29%,114%[activator],x
COc1ccc2cc(C3CN(Cc4cc5n(n4)CCNC5)CCO3)ccc2c1 (stereo unspecified),i,13,4%,u,u,125%[activator],-18%
Cc1ccc(NC(=O)c2ccc3c(O)c(S(=O)(=O)c4ccccc4)c(=O)[nH]c3c2)cc1Cl,x,-5,14%,x,x,u,x
Cc1ccc(CN2CCc3nc(N(C)Cc4cccnc4)[nH]c(=O)c3CC2)o1,i,4,-4%,-6%,-1%,8%,3%
CCc1ccc(C(=O)c2cn(Cc3ccc(F)cc3)c3cc(OC)c(OC)cc3c2=O)cc1,x,-14,u,x,x,-1%,x
O=C(c1cccnc1)N1CCC(n2cc(-c3nc(-c4ccccc4)no3)nn2)CC1,-6%,0,4%,u,u,96%[activator],u
CCNC(=O)Nc1ccc(OCC(=O)NCc2ccccc2OC)nc1,i,-3,2%,i,0%,-9%,-6%
CN(C)CCNC(=O)CCCN1C(=O)c2cccnc2Oc2ccc(Cl)cc21,x,8,-10%,x,x,-9%,x
O=C(Nc1cccc(-c2nc3ccccc3[nH]2)c1)c1c(F)cccc1F,x,11,-8%,x,x,24%,x
C[C@H]1CCCN1C(=O)c1nnc(CNCc2cccc(Cl)c2)n1-c1ccccc1,0%[88.5 µM],-11,-7%[87.6 µM],u,u,-20%[87.6 µM],-5%[172 µM]
CN1CC(=O)N(C2CCCNCC2)Cc2c(NC3CCCCC3)ncnc21 (stereo unspecified),i,8,6%,-3%,-4%,6%,x
Cc1cccc(OCC(=O)N[C@@H]2CN(c3ncccn3)C[C@H]2CO)c1,i,1,-6%,i,-4%,7%,-3%
COc1ccc(N(CC(=O)Nc2ccc(C)c(C)c2)S(=O)(=O)c2ccc(C)cc2)cc1OC,x,19,-2%,x,x,30%[activator],x

# Of the compounds above, these have sulfur:
SMILES,GPT2 inhibitor,IP6K1 inh,SNCA viab count,NIH3T3 tox,HEK293 tox,SNCA expr inh,Luciferase inh
CC(C)N1C[C@@H](COC(C)(C)C)[C@H](c2ccccc2)[S+]1(=O)[O-],x,27,x,-20%,u,x,x
O=C(NCC1CCCCC1)c1nc2sccn2c1-c1ccc(C(F)(F)F)cc1,i,9,-8%,u,u,u,x
CN(C)CC1(O)CCC2(CCN(S(=O)(=O)c3ccccc3)CC2)CC1,i,10,14%,u,u,u,11%
Cc1cccc(-n2nc(-c3c(C)nc4scc(CC(=O)N5CCCC5)n4c3=O)cc2C)c1,i,11,-13%,4%,i,-28%,-3%
O=S1(=O)CCN(Cc2cn(C[C@H]3C[C@@H](NCc4cccnc4)[C@H](O)[C@@H]3O)nn2)CC1,-8%,10,-6%,i,i,-22%,-4%
CC(C)c1nn2c(=O)cc(COC(=O)c3ccc4c(c3)OCO4)nc2s1,x,3,5%,x,x,7%,x
CS(=O)(=O)N1CCCN(C(=O)C2CCCCC2)CCNC(=O)CC1c1ccccc1 (stereo unspecified),i,2,-2%,-15%,i,7%,-1%
CCOc1ccc(CNS(=O)(=O)c2c(C(=O)N3CCC(C)CC3)c(C)n(C)c2C)cc1OC,x,1,-22%,x,x,20%,x
Cc1ccc(NC(=O)c2ccc3c(O)c(S(=O)(=O)c4ccccc4)c(=O)[nH]c3c2)cc1Cl,x,-5,14%,x,x,u,x
COc1ccc(N(CC(=O)Nc2ccc(C)c(C)c2)S(=O)(=O)c2ccc(C)cc2)cc1OC,x,19,-2%,x,x,30%[activator],x

# This is a subset (hit frequency here may not be typical).
